Mtb RmlCD inh = inhibitors of Mycobacterium tuberculosis RmlC and RmlD coupled enzymes; RmlC+RmlD coupled enzyme assay, percent inhibition; primary screen in compound mixtures; inhibition, % at 3.6 µM; actives 0.03% (n = 160,000); AID 1533; in the data active means inhibition mostly above about 34%, no sharp cut-off; further: some results filed as inactive read as strong as hits
Target sequence (P9WH09 whole entry, looked up): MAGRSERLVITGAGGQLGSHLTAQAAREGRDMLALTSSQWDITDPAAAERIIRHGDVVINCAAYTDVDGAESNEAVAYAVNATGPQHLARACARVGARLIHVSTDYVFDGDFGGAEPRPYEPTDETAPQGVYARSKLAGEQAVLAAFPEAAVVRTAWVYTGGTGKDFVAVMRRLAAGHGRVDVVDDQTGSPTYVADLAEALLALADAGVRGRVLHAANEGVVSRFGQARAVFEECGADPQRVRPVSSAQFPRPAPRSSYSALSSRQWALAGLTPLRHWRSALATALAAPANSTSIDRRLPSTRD
Target sequence (P9WH11 whole entry, looked up): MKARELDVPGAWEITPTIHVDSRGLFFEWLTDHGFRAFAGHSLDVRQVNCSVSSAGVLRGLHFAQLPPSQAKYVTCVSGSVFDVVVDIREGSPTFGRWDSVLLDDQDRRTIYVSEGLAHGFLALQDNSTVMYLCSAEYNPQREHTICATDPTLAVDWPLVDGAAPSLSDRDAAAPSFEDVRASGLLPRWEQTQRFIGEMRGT
M. tuberculosis GlmU = inhibition of mycobacterial GlmU enzyme – biochemical, glucosamine-1-phosphate acetyltransferase (AID 1376); M. tuberculosis GlmU acetyltransferase enzyme assay; higher % means a stronger effect; one-dose inhibition, %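 (tested at 30 µM in the primary screen)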; IC50 in µM for titrated hits; actives 0.25% (n = 220,000); in the data active means inhibition above about 13%;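 further: 0% = complete reaction with vehicle and 100% = reaction without substrate; strong numbers were not always called active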
An asterisk follows results filed as active; nt = not tested or not shown. Some of the compounds tested; rates above refer to the full screens.

SMILES	Mtb RmlCD inh	M. tuberculosis GlmU
Clc1ccc(Cl)c(OCc2cc(-c3ccccc3Cl)on2)c1	-12.9	0.6%
CCOc1ccc(CC(=O)NCc2cn3c(C)csc3n2)cc1	-6.2	-3.3%
CCCN(CCC)CC(O)COc1ccc([N+](=O)[O-])cc1 (stereo unspecified)	8.1	-1.6%
N#CCOc1nc(N2CCCCC2)nc(N2CCCCC2)n1	7.6	-0.1%
COc1ccc(OC)c(-n2c(SCC(=O)Nc3cccc(S(N)(=O)=O)c3)nc3ccccc3c2=O)c1	6.0	-6.9%
COc1ccc(CC(=O)Nc2ccc(-c3ccc4nnc(C)n4n3)cc2)cc1OC	nt	6.7%
C/C=C(\C)C(=O)Nc1cccc(C2=NOC3(C2)C[C@H](C(N)=O)N(C(=O)c2cc([N+](=O)[O-])cc([N+](=O)[O-])c2)C3)c1 (stereo partly specified)	-1.8	1.7%
COC(=O)c1ccccc1NS(=O)(=O)c1ccc(Cl)nc1	7.2	0.6%
COCCCNC(=S)N/N=C/c1cccc(OC)c1O	35.8	6.7%
N#Cc1c(-c2ccccc2)cc(-c2ccccc2)nc1SCC(=O)NCC(=O)O	-7.4	3.8%
O=C(CN1c2cccc3cccc(c23)S1(=O)=O)Nc1ccc(S(=O)(=O)N2CCOCC2)cc1	nt	-4.4%
CC(=O)Nc1ccc(S(=O)(=O)N(C)CC(=O)OCC(=O)NC(C)C23CC4CC(CC(C4)C2)C3)cc1 (stereo unspecified)	3.8	-8.1%
O=c1c(Cl)c(N2CCN(c3ccccc3)CC2)cnn1C12CC3CC(CC(C3)C1)C2	8.2	2.7%
Nc1c(Cl)cc(-c2csc(N3CCCC3c3nc4cc(Cl)c(Cl)cc4n3CCCO)n2)cc1Cl (stereo unspecified)	nt	0.3%
Cc1cccc(C(=O)NC2CCN(S(=O)(=O)c3ccccc3)CC2)c1	-9.5	3.5%
Cc1nc(SCC(=O)NCc2ccc3c(c2)OCO3)c(C#N)c2c1CCCC2	-7.2	0.2%
c1cc(C2CCCCC2)ccc1Oc1nc(N2CCOCC2)nc(N2CCOCC2)n1	-2.2	-6.1%
CC(C)CCNC(=O)COC(=O)c1ccc(Br)o1	nt	3.0%
O=C(N/N=C/C(Br)=C/c1ccccc1)C1CC1	-3.8	-2.9%
CC1CC(C)CN(C(=O)C(NS(=O)(=O)c2ccc3c(c2)oc(=O)n3C)C(C)C)C1 (stereo unspecified)	-4.3	3.5%
Cc1cc(C)nc(SCc2cc(=O)c(OC(=O)c3cc([N+](=O)[O-])ccc3Cl)co2)n1	5.0	5.3%
COc1ccc(/C=C/C(=O)c2ccc(NS(=O)(=O)c3ccc(C)cc3)cc2)cc1O	5.1	3.1%
CN(C)/C=N/c1sc2c(c1C#N)CC(C)(C)NC2(C)C	-12.0	-2.7%
COc1cccc(NC(=O)c2ccc(C(=O)c3ccccc3)o2)c1	nt	0.2%
COc1cc(OC)cc(C(=O)NCC(=O)OCC(=O)Nc2cc(S(C)(=O)=O)ccc2Cl)c1	-4.9	-1.1%

Reprinted from the part before: 4 compounds, then new ones.
SMILES	Mtb RmlCD inh	M. tuberculosis GlmU
COc1ccc(/C=C/C(=O)c2ccc(NS(=O)(=O)c3ccc(C)cc3)cc2)cc1O	5.1	3.1%
CN(C)/C=N/c1sc2c(c1C#N)CC(C)(C)NC2(C)C	-12.0	-2.7%
COc1cccc(NC(=O)c2ccc(C(=O)c3ccccc3)o2)c1	nt	0.2%
COc1cc(OC)cc(C(=O)NCC(=O)OCC(=O)Nc2cc(S(C)(=O)=O)ccc2Cl)c1	-4.9	-1.1%
CCOC(=O)c1c(C)[nH]c(C)c1C(=O)CSc1nnc(-c2cc(OC)c(OC)c(OC)c2)o1	-2.6	5.4%
Cc1cc(C)n(C(=O)Cn2nc([N+](=O)[O-])c(Br)c2C)n1	1.4	4.4%
CN1CCN(NC(=O)C2CC2)CC1	nt	1.5%
O=C1CCCN1CCC1CCN(C2CC(=O)N(c3ccc(Cl)cc3)C2=O)CC1 (stereo unspecified)	nt	-3.1%
Cc1c(C=O)c(Cl)n(C)c(=O)c1C#N	0.0	-9.2%
CC(C)(C)C(=O)N1CCC(O)(CS(=O)(=O)Cc2ccccc2Cl)CC1	6.9	4.5%
CC(C)(CCl)C(=O)Nc1ccnc(-c2ccncc2)n1	7.8	2.4%
CCOC(=O)c1c(OCCO)nn(-c2ccccc2)c1N	-11.2	-5.8%
CCN(CC)CCNCc1ccc(OCc2ccc(Cl)nc2)c(OC)c1	-10.5	-0.7%
COP(=O)(OC)C(Nc1ccc(C)cc1)c1ccc([N+](=O)[O-])cc1 (stereo unspecified)	7.4	2.4%
CC(C)(C)c1ccc(O)c(N)c1	8.0	-3.8%
O=C(CN1C(=O)NC(Cc2ccccc2)C1=O)NC(=O)NC1CCCCC1 (stereo unspecified)	-9.4	4.4%
O=C1NC(=O)C(CC(=O)N(Cc2cccs2)C2(C(=O)NC3CCCCC3)CCCCC2)N1 (stereo unspecified)	11.8	1.6%
CCOC(=O)C1=C(C)Nc2nc3ccccc3n2C1c1ccncc1 (stereo unspecified)	nt	0.6%
COCc1nnc(NC(=O)c2ccc(S(=O)(=O)N3CCCCCC3)cc2)o1	10.5	-6.7%
Cn1cc(S(=O)(=O)Oc2ccccc2)c(=O)n(C)c1=O	nt	1.6%
O=C(/C=C/c1ccc(Cl)cc1)NC(=S)Nc1ccc(NC(=O)c2ccco2)cc1	27.3	-7.1%
O=C(/C=C/c1ccccc1)N1CCC[C@H]1CO	nt	-6.2%
O=C(NCc1ccc2c(c1)OCO2)c1cccc(N2CCCC2=O)c1	-7.1	3.4%
COc1ccc(-c2noc(C3CCCN(C(=O)c4ccccc4OC)C3)n2)cc1OC (stereo unspecified)	-3.1	1.4%
CCN(CCNC(=O)Cn1cc2c(n1)CCCC2)c1ccccc1	5.7	-0.9%
C=CCn1c(SCc2ccc(C(=O)NCCO)cc2)nc2sc(C)c(C)c2c1=O	2.5	1.2%
COc1ccc(C2CC3(CC(C)(C)NC(SC)=N3)Oc3cc(O)cc(C)c32)cc1 (stereo unspecified)	nt	-5.3%
CCOC(=O)C1=NNC(C(=O)c2ccc(C)cc2)C1c1ccc(OC)cc1 (stereo unspecified)	nt	2.7%
O=C(Nc1ccc(Cl)cc1)N(Cc1nnc2n1CCCCC2)c1ccccc1	nt	9.3%
Next results.
SMILES	Mtb RmlCD inh	M. tuberculosis GlmU
CC(C)Oc1ccc(C(=O)Nc2ccc(C(F)(F)F)n(C)c2=O)cc1	-2.0	-8.5%
Cc1ccc2cc(C(c3nnnn3CC3CCCO3)N3CCc4ccccc4C3)c(=O)[nH]c2c1 (stereo unspecified)	10.4	3.9%
Cn1ccc(O)c(C#N)c1=O	10.6	4.4%
CN(C)c1nc2c(c(=O)[nH]c(=O)n2C)n1Cc1ccc(F)cc1	7.4	3.3%
CN1CCN(c2c(N)c(=O)oc3ccccc23)CC1	nt	-1.0%
CC(C)C(C(=O)Nc1ccc(N2CCOCC2)cc1)N1C(=O)c2ccccc2C1=O (stereo unspecified)	-6.5	1.3%
CN(CCC1CCOCC1)Cc1nc(Cc2ccccc2F)no1	-8.3	3.7%
CC(C)(C)n1nnnc1C(c1ccncc1)N1CCN(c2ccc(O)cc2)CC1 (stereo unspecified)	nt	-2.6%
Cc1ccccc1OCC(=O)Nc1ccccc1N1CCOCC1	-7.0	-3.8%
CCN(CC)CCN1Cc2ccccc2C1=N	nt	2.5%
O=c1[nH]c2ccc(NC(=S)NC3CCCCC3)cc2[nH]1	7.1	-8.4%
Cc1nc2ccccc2c2oc(C(=O)N3CCN(C(=O)c4ccco4)CC3)cc12	5.3	3.0%
COc1ncnc2c1oc1ccccc12	2.8	-6.0%
COC(=O)c1ccn(-c2nc(-c3ccco3)cc(C(F)(F)F)n2)n1	11.3	-3.2%
COc1ccc(OCCCn2cccc2/C=C2/C(=N)N3OC(C)=CC3=NC2=O)cc1	0.5	3.0%
O=C(/C=C/c1c(Cl)cccc1Cl)n1cccn1	nt	1.8%
CCn1c2ccccc2c2cc(NC(=O)c3ccc(C)c([N+](=O)[O-])c3)ccc21	-11.9	1.8%
Nc1c(C(=O)N/N=C/c2cccnc2)oc2nc(-c3ccco3)cc(-c3ccco3)c12	90.2	-12.3%
COc1ccc(C(=O)NCC(=O)OCC(=O)NC(=O)NC2CCCCC2)cc1OC	nt	6.0%
CC1=CC(C)(C)[N+](C)(C)c2ccccc21	9.3	2.4%
C=C1/C(=C\C=C2/CCC[C@]3(C)[C@@H]([C@H](C)/C=C/[C@@H](O)C4CC4)CC[C@@H]23)C[C@@H](O)C[C@@H]1O	nt	1.9%
O=C(NC(CC(=O)N1CCN(c2ccc([N+](=O)[O-])cc2)CC1)c1ccccc1)c1ccccc1Cl (stereo unspecified)	-9.7	0.7%
CCCCN(CCCNc1ncnc2nc[nH]c12)c1ccccc1	nt	5.6%
CCn1cc(/C=N/NC(=O)c2ccc3c(c2)OCO3)cn1	3.6	1.7%
COc1cc(NC(=S)NCCC(c2ccccc2)c2ccccc2)cc(OC)c1	nt	2.3%
(next part)
SMILES	Mtb RmlCD inh	M. tuberculosis GlmU
C/C(=N/OC(=O)c1ccc(F)cc1)c1ccc(C)cc1	nt	-5.9%
COc1ccccc1Nc1c2c(nc3ccc(N)cc13)CCCC2	-7.1	-1.4%
CCCn1nc2cc(C(=O)N(CC)c3ccc(OC)cc3)ccc2c1OCC	11.4	-0.8%
N/C(=N\OC(=O)c1cccc(Br)c1)c1ccc(Br)cc1	-4.4	-1.4%
Cc1c(S(=O)(=O)N2CCOCC2)c(=O)n(C)c(=O)n1C	7.3	5.8%
Cc1ccccc1N(CC(=O)Nc1ccccc1C(=O)NCc1ccco1)S(=O)(=O)c1ccccc1	nt	-1.6%
CN(C)/C=C1\C(=O)N(c2ccc(F)cc2F)C(c2cccnc2)S1(=O)=O (stereo unspecified)	2.0	-2.5%
Cc1occc1C(=O)Nc1ccc(S(N)(=O)=O)cc1	-16.3	1.2%
COc1ccc(-c2csc(NC(=O)c3ccc(S(=O)(=O)N4CCc5ccccc5C4)cc3)n2)c(OC)c1	-5.2	-0.7%
O=C(CN1CCN(c2ccccc2)CC1)c1ccc2cc[nH]c2c1	12.2	1.9%
O=C(COc1ccccc1)OCc1cc2ccccc2[nH]c1=O	-5.9	-1.5%
Cc1cccc(C)c1C(=O)N[C@@H](Cc1ccccc1)C(=O)O	nt	0.9%
O=C(Cc1ccc(F)cc1)NCCc1ccccc1	5.4	4.7%
N#Cc1cc2c(nc1SCC(=O)Nc1cc(Cl)cc(Cl)c1)C1CCN2CC1	7.8	-1.1%
Cc1cccc(-n2nc([N+](=O)[O-])c(=NC3CCN(Cc4ccccc4)CC3)n2O)c1	4.1	-0.9%
CC(C)Cn1c(-c2ccco2)csc1=Nc1cccnc1	nt	2.6%
COc1cc(-n2nc(C)c3c2OC(N)=C(C#N)C3c2ccccc2)c(Cl)c(Br)c1O (stereo unspecified)	3.2	4.4%
COc1ccc(NC(=O)CN(C)S(=O)(=O)c2ccccc2)cc1	nt	-1.1%
COc1ccc(Cn2c(C3CCCCC3)nc3c(c(=O)c4ccccc4n3C)c2=O)cc1	nt	0.5%
O=C(CSc1nnc(-c2ccccc2F)n1C1CC1)NC(=O)c1cccc([N+](=O)[O-])c1	74.4	-1.0%
COc1ccc(N/C=C\C(=O)c2ccc(C)cc2)cc1OC	-13.8	-6.7%
S=C(NCCc1ccccc1)NC1CC1	-9.6	4.3%
O=C(Nc1nnc(SCc2ccccc2)s1)c1cccs1	nt	-1.3%
COC(=O)/C=C/S(=O)(=O)c1ccc(NC(C)=O)cc1	nt	4.9%
CCNC(=O)Cn1cnc2c1c(=O)n(C)c(=O)n2C	1.5	-4.2%

Three of these compounds, reformatted.
SMILES,Mtb RmlCD inh,M. tuberculosis GlmU
CC(C)(C)c1ccc(O)c(N)c1,8.0,-3.8%
CCOC(=O)C1=C(C)Nc2nc3ccccc3n2C1c1ccncc1 (stereo unspecified),nt,0.6%
COc1ccc(CC(=O)Nc2ccc(-c3ccc4nnc(C)n4n3)cc2)cc1OC,nt,6.7%

Full records from above. Values in the order: Mtb RmlCD inh, M. tuberculosis GlmU
O=C(Nc1nnc(SCc2ccccc2)s1)c1cccs1 as listed: nt, -1.3%
Cc1c(S(=O)(=O)N2CCOCC2)c(=O)n(C)c(=O)n1C as listed: 7.3, 5.8%

(listing goes on)
SMILES	Mtb RmlCD inh	M. tuberculosis GlmU
NS(=O)(=O)c1ccc(NC2=CC(c3ccc(F)cc3)N(c3ccc(S(N)(=O)=O)cc3)C2=O)cc1 (stereo unspecified)	13.4	-5.5%
COc1ccc(N(CC(=O)NCCC2=CCCCC2)S(=O)(=O)c2ccc(C)cc2)cc1OC	-15.3	7.2%
CCC(=O)Nc1c(C(=O)Nc2ccc3c(c2)OCCO3)oc2ccccc12	4.7	-8.4%
Cc1ccc(C)c(S(=O)(=O)NCc2ccc(C(=O)NCc3ccccn3)cc2)c1	nt	0.6%
C/C(CCc1ccccc1)=N\NC(=O)C1C2CCCCC21 (stereo unspecified)	11.2	-2.7%
CN(C(=O)c1ccncc1)c1ccccc1	nt	0.7%
COc1cc(C(=O)Nc2nnc(C(F)(F)F)s2)c([N+](=O)[O-])cc1OC	-5.2	5.4%
Cc1ccc(C)c(NC(=O)CN(C)C(=O)COc2ncnc3sccc23)c1	-11.3	-1.8%
O=C(N/N=C/c1cc([N+](=O)[O-])ccc1O)c1ccc2c(c1)OCCO2	12.2	3.4%
CCn1nc([N+](=O)[O-])c(C(C#N)c2nc3ccccc3n2C)c(Cl)c1=O (stereo unspecified)	28.6	2.1%
CCOC(=O)C(CC)n1cnc2c(nnn2-c2ccc(C)cc2)c1=O (stereo unspecified)	1.0	-0.3%
COC(=O)C1=C(Nc2ccccc2NS(=O)(=O)c2ccc(C(F)(F)F)cc2Cl)CSC1	0.7	-0.4%
Nc1ccn(-c2ncc(C(F)(F)F)cc2Cl)c(=O)n1	0.3	-7.5%
Cc1cccc(C)c1OCc1n[nH]c(=S)o1	nt	1.5%
Cc1nc(S(=O)(=O)Cc2ccccc2)nc2c1CCC2	4.5	-3.6%

From PubChem BioAssay
